CIT2 TOR yeast: modulators of CIT2-GFP expression in yeast, primary screen, S. cerevisiae, GFP fusion, multiplex flow cytometry, MLPCN library; S. cerevisiae CIT2-GFP strain, 3 h; 100 means same as DMSO wells; GFP response vs DMSO, % at 10 µM; hit rate 0.065% among 320,000;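 active means GFP response relative to DMSO above a set limit, near the screen mean plus 3 SD, cut at about 150% in these data; inconclusive means Fewer than 70 cells measured for a yeast strain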;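 further: ratio of well median GFP fluorescence to mean of DMSO wells on the plate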
AGP1-GFP MLPCN: modulators of AGP1-GFP expression in yeast TOR pathway, primary screen, cell-based, multiplex flow cytometry, S. cerevisiae, MLPCN library; 3 h; GFP as percent of DMSO wells; AID 2066, 2009; hit rate 0.02% among 320,000; GFP response vs DMSO, % at 10 µM;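 active means GFP response relative to DMSO above a set limit, near screen average plus 3 SD, cut at about 150% in these data; inconclusive means fewer than 70 cells counted for the yeast strain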;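 further: median GFP channel fluorescence of the gated AGP1 strain per well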
GRK2 aptamer HTS: compounds blocking aptamer binding on GRK2 – biochemical, human GRK2, bead flow cytometry, HTS, primary screen | Beta-adrenergic receptor kinase 1 (Homo sapiens), P25098 | FAM-aptamer displacement from GRK2 | inhibition of aptamer binding, % at 10 µM | hit rate 0.59% among 330,000;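 active means inhibition of aptamer binding above 40%, roughly 3 SD of noise, on plates passing a quality check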;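 further: median bead fluorescence of bound FAM aptamer so fluorescent compounds give negative values; no value below 0 was filed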
CR mimetic SO: reduction of superoxide in aged yeast, primary screen, HTS. superoxide response (% of plate mean), % at 10 µM. S. cerevisiae aged cells, superoxide DHE fluorescence; stronger effect = lower value. hit rate 0.18% among 330,000. AID 2690, 2010;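 active means superoxide response under a set limit, about three screen SD below normal, cut at about 65% in these data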;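 further: yeast aged for seven days with compound at 30 °C before DHE staining; 100% = average MFI of all compound-treated wells on the plate with controls excluded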
MEP2 TOR yeast: modulators of MEP2-GFP levels in yeast, primary screen, S. cerevisiae, multiplex flow cytometry, MLPCN library. hit rate 0.51% among 330,000. GFP response vs DMSO, % at 10 µM. S. cerevisiae MEP2-GFP strain, 3 h; 100% = DMSO control level;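 active means GFP response versus DMSO above a set limit, roughly screen mean plus 3 SD, cut at about 180% in these data; inconclusive means fewer than 70 cells counted for a yeast strain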;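 further: median GFP fluorescence of the barcode-gated MEP2-GFP cells per well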
LAP4 TOR yeast: modulators of LAP4-GFP expression in yeast, primary screen, S. cerevisiae, multiplex flow cytometry, MLPCN library; GFP response vs DMSO, % at 10 µM; 3 h; median GFP as percent of DMSO wells; hit rate 0.34% among 320,000;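 active means GFP response vs DMSO above a set limit, about the screen mean plus 3 SD, cut at about 150% in these data; inconclusive means under 70 cell events counted for the yeast strain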
RPL19A TOR yeast: RPL19A-GFP expression modulators in yeast, primary screen, cell-based, S. cerevisiae, multiplex flow cytometry, MLPCN | S. cerevisiae RPL19A-GFP strain, 3 h; stronger effect = lower value | percent response vs DMSO, % at 10 µM | hit rate 0.3% among 330,000 | AID 2025, 2009;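 active means percent response vs DMSO below 50%; inconclusive means fewer than 70 events counted for the yeast strain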;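 further: median channel GFP fluorescence of the barcoded RPL19A-GFP strain; ratio of sample median GFP to plate DMSO average so 100% = DMSO; lower means less RPL19A-GFP as with rapamycin TOR inhibition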
VLA-4 inh: inhibition in human VLA-4 binding assay, primary screen, VLA-4 allosteric modulator project, MLPCN library, flow cytometry, VLA-4 expressing cells; AID 2557, 2010; hit rate 0.2% among 330,000; ligand binding flow cytometry; inhibition, % (about 7 µM as worked out from the volumes in the protocol); in the data active means inhibition above about 50%
Target sequence (P13612 whole entry, looked up): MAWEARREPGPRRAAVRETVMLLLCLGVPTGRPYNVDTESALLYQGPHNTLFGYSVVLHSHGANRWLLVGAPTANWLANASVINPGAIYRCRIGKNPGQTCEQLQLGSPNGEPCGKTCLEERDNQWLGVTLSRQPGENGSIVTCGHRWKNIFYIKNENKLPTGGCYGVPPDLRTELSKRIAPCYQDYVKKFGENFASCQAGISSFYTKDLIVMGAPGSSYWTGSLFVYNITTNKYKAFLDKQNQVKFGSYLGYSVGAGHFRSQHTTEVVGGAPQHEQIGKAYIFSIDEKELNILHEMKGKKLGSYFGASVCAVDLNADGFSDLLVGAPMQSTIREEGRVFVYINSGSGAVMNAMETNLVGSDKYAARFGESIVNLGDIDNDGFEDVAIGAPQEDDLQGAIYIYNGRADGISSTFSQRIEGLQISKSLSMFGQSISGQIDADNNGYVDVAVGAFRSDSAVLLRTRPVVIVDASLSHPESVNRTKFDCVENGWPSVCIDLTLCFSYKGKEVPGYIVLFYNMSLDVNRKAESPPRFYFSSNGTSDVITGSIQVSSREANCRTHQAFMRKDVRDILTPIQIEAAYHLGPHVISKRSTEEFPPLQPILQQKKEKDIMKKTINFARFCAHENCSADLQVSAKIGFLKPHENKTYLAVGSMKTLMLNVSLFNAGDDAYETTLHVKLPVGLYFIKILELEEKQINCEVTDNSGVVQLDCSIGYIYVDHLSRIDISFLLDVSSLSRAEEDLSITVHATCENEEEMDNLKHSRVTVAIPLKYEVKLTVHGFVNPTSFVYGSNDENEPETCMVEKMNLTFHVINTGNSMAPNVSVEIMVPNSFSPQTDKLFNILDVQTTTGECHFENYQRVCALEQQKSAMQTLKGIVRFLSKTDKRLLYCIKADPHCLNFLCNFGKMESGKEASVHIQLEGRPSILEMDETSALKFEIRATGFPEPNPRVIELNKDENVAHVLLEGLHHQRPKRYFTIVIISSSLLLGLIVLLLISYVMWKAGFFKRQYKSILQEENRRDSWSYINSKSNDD
* hit, by the source's call. Compounds as they come, and some 1.7% of all compounds hit somewhere here.

CC(=O)N1CCCc2cc(S(=O)(=O)Nc3ccc(C)cc3C)ccc21 was read as CIT2 TOR yeast 86, AGP1-GFP MLPCN 85, GRK2 aptamer HTS 0, CR mimetic SO 101, MEP2 TOR yeast 96, LAP4 TOR yeast 76, RPL19A TOR yeast 100 and VLA-4 inh 14.
Screening C/C(CC(=O)Nc1ccccn1)=N\NC(=O)C(=O)Nc1cccc(C)c1 returned CIT2 TOR yeast 108, AGP1-GFP MLPCN 101, GRK2 aptamer HTS 1, CR mimetic SO 102, MEP2 TOR yeast 124, LAP4 TOR yeast 111, RPL19A TOR yeast 98 and VLA-4 inh 7.
For Cc1ccc(-c2cc(C(=O)Nc3ccc(S(=O)(=O)Nc4ncccn4)cc3)c3ccccc3n2)cc1 the results were CIT2 TOR yeast 96, AGP1-GFP MLPCN 93, GRK2 aptamer HTS 0, CR mimetic SO 86, MEP2 TOR yeast 101, LAP4 TOR yeast 89, RPL19A TOR yeast 101 and VLA-4 inh 35.
CCOC(=O)C(Cc1ccccc1)NC(=O)CCc1nnc2ccc(N3CCCC3)nn12 (stereo not drawn) was read as CIT2 TOR yeast 99, AGP1-GFP MLPCN 93, GRK2 aptamer HTS 0, CR mimetic SO 120, MEP2 TOR yeast 103, LAP4 TOR yeast 91, RPL19A TOR yeast 96 and VLA-4 inh -13.
Screening COc1ccccc1-c1cc(C(=O)N2CCN(c3ccccc3OC)CC2)no1 returned CIT2 TOR yeast 80, AGP1-GFP MLPCN 90, GRK2 aptamer HTS 0, CR mimetic SO 95, MEP2 TOR yeast 104, LAP4 TOR yeast 106, RPL19A TOR yeast 96 and VLA-4 inh 12.
Screening CC(=O)N1CCc2cc(S(=O)(=O)NC(Cc3ccccc3)C(=O)NCCN3CCCCC3C)ccc21 (stereo not drawn) returned CIT2 TOR yeast inconclusive, AGP1-GFP MLPCN inconclusive, GRK2 aptamer HTS 0, CR mimetic SO 95, MEP2 TOR yeast inconclusive, LAP4 TOR yeast inconclusive, RPL19A TOR yeast inconclusive and VLA-4 inh 28.
Cc1ccccc1SCC(=O)OCC(=O)NCc1ccccc1 was read as CIT2 TOR yeast 97, AGP1-GFP MLPCN 99, GRK2 aptamer HTS 1, CR mimetic SO 106, MEP2 TOR yeast 99, LAP4 TOR yeast 92, RPL19A TOR yeast 96 and VLA-4 inh -11.
For CC1=NC(=O)C(N=Nc2cccc(C(=O)O)c2)N1c1ccccc1 (stereo not drawn) the results were CIT2 TOR yeast 102, AGP1-GFP MLPCN 85, GRK2 aptamer HTS 1, CR mimetic SO 105, MEP2 TOR yeast 112, LAP4 TOR yeast 116, RPL19A TOR yeast 104 and VLA-4 inh 7.
For Cc1ccccc1NC(=O)c1cc(N)ccc1N1CCCCC1 the results were CIT2 TOR yeast 112, AGP1-GFP MLPCN 109, GRK2 aptamer HTS 5, CR mimetic SO 101, MEP2 TOR yeast 104, LAP4 TOR yeast 104, RPL19A TOR yeast 105 and VLA-4 inh 6.
O=C(CNC(=S)N(Cc1ccccc1)Cc1cccnc1)NC1CC1 was read as CIT2 TOR yeast 109, AGP1-GFP MLPCN 112, GRK2 aptamer HTS 0, CR mimetic SO 87, MEP2 TOR yeast 104, LAP4 TOR yeast 108, RPL19A TOR yeast 111 and VLA-4 inh -21.
`N#Cc1c(NC(=O)CSC2=NCCS2)sc2c1CCCC2` gave AGP1-GFP MLPCN 91, GRK2 aptamer HTS 2, CR mimetic SO 99, MEP2 TOR yeast 96, LAP4 TOR yeast 106, RPL19A TOR yeast 99 and VLA-4 inh -5.
CN(C)S(=O)(=O)c1ccc(N2CCCC2)c(C(=O)N2CCN(S(=O)(=O)c3cccc(F)c3)CC2)c1 was read as CIT2 TOR yeast 97, AGP1-GFP MLPCN 100, GRK2 aptamer HTS 0, CR mimetic SO 88, MEP2 TOR yeast 108, LAP4 TOR yeast 108, RPL19A TOR yeast 97 and VLA-4 inh 2.
For COc1cccc(CNC(=O)C2CCC(CNc3c(N4CCC(C)CC4)c(=O)c3=O)CC2)c1 (stereo not drawn) the results were CIT2 TOR yeast 94, AGP1-GFP MLPCN 105, GRK2 aptamer HTS 1, CR mimetic SO 99, MEP2 TOR yeast 100, LAP4 TOR yeast 117, RPL19A TOR yeast 101 and VLA-4 inh -1.
For Cc1ccc(NC(=O)CSc2sc3c(O)cc(=O)[nH]c3c2C#N)c(F)c1 the results were CIT2 TOR yeast 113, AGP1-GFP MLPCN 102, GRK2 aptamer HTS 2, CR mimetic SO 97, MEP2 TOR yeast 100, LAP4 TOR yeast 93, RPL19A TOR yeast 98 and VLA-4 inh -3.
Screening COC(=O)c1sccc1NC(=O)c1c(Cl)cnn1C returned CIT2 TOR yeast 96, AGP1-GFP MLPCN 93, GRK2 aptamer HTS 3, CR mimetic SO 96, MEP2 TOR yeast 95, LAP4 TOR yeast 83, RPL19A TOR yeast 102 and VLA-4 inh 9.
`C[C@@]12C(=O)N(c3cccc(F)c3)C(=O)N1[C@@H]1c3ccccc3OC[C@@H]1[C@H]2c1ccccc1` gave CIT2 TOR yeast 91, AGP1-GFP MLPCN 103, GRK2 aptamer HTS 4, CR mimetic SO 85, MEP2 TOR yeast 96, LAP4 TOR yeast 104, RPL19A TOR yeast 98 and VLA-4 inh 1.
`O=C(COC(=O)c1ccc(O)cc1O)Nc1cc(-c2ccccc2)nn1-c1ccccc1` gave CIT2 TOR yeast 103, AGP1-GFP MLPCN 109, GRK2 aptamer HTS 1, CR mimetic SO 97, MEP2 TOR yeast 103, LAP4 TOR yeast 100, RPL19A TOR yeast 99 and VLA-4 inh 1.
Screening Cc1ncc([N+](=O)[O-])n1CCOC(=O)Nc1ccc(Cl)c(Cl)c1 returned CIT2 TOR yeast 105, AGP1-GFP MLPCN 104, GRK2 aptamer HTS 0, CR mimetic SO 103, MEP2 TOR yeast 105, LAP4 TOR yeast 104, RPL19A TOR yeast 99 and VLA-4 inh -2.
For N#CC1=C(N)Oc2n[nH]c(-c3ccccc3)c2C1c1cccnc1 (stereo not drawn) the results were CIT2 TOR yeast 93, AGP1-GFP MLPCN 96, GRK2 aptamer HTS 4, CR mimetic SO 101, MEP2 TOR yeast 94, LAP4 TOR yeast 103, RPL19A TOR yeast 100 and VLA-4 inh 3.
O=C(Nc1ccc(OC(F)(F)F)cc1)Nc1cccc([N+](=O)[O-])c1 was read as CIT2 TOR yeast 101, AGP1-GFP MLPCN 90, GRK2 aptamer HTS 0, CR mimetic SO 117, MEP2 TOR yeast 106, LAP4 TOR yeast 98, RPL19A TOR yeast 99 and VLA-4 inh -1.
Screening CCN(CC(=O)Nc1c(F)cccc1F)C(=O)c1ccc(OCc2c(C)noc2C)cc1 returned CIT2 TOR yeast 92, AGP1-GFP MLPCN 104, GRK2 aptamer HTS 1, CR mimetic SO 89, MEP2 TOR yeast 102, LAP4 TOR yeast 105, RPL19A TOR yeast 98 and VLA-4 inh 12.
`O=C(COc1ccccc1Cl)Nc1ccc(S(=O)(=O)Nc2ccccn2)cc1` gave CIT2 TOR yeast 108, AGP1-GFP MLPCN 104, GRK2 aptamer HTS 0, CR mimetic SO 102, MEP2 TOR yeast 103, LAP4 TOR yeast 113, RPL19A TOR yeast 106 and VLA-4 inh 1.
For CCOC(=O)C(C)Sc1ncc(-c2ccccc2)cn1 (stereo not drawn) the results were CIT2 TOR yeast 97, AGP1-GFP MLPCN 96, GRK2 aptamer HTS 7, CR mimetic SO 102, MEP2 TOR yeast 98, LAP4 TOR yeast 104, RPL19A TOR yeast 94 and VLA-4 inh 12.
Screening COc1ccccc1Oc1c(C)oc2c(CN3CCN(CCO)CC3)c(O)ccc2c1=O returned CIT2 TOR yeast 106, AGP1-GFP MLPCN 107, GRK2 aptamer HTS 3, CR mimetic SO 106, MEP2 TOR yeast 98, LAP4 TOR yeast 101, RPL19A TOR yeast 102 and VLA-4 inh -16.

Arranged by heavy-atom count (falling): some entries from above
`O=C(COC(=O)c1ccc(O)cc1O)Nc1cc(-c2ccccc2)nn1-c1ccccc1` gave CIT2 TOR yeast 103, AGP1-GFP MLPCN 109, GRK2 aptamer HTS 1, CR mimetic SO 97, MEP2 TOR yeast 103, LAP4 TOR yeast 100, RPL19A TOR yeast 99 and VLA-4 inh 1.
For N#CC1=C(N)Oc2n[nH]c(-c3ccccc3)c2C1c1cccnc1 (stereo not drawn) the results were CIT2 TOR yeast 93, AGP1-GFP MLPCN 96, GRK2 aptamer HTS 4, CR mimetic SO 101, MEP2 TOR yeast 94, LAP4 TOR yeast 103, RPL19A TOR yeast 100 and VLA-4 inh 3.
For Cc1ccccc1NC(=O)c1cc(N)ccc1N1CCCCC1 the results were CIT2 TOR yeast 112, AGP1-GFP MLPCN 109, GRK2 aptamer HTS 5, CR mimetic SO 101, MEP2 TOR yeast 104, LAP4 TOR yeast 104, RPL19A TOR yeast 105 and VLA-4 inh 6.

Next compounds
`NNC(=O)c1ccc(Cn2cc(Cl)cn2)o1` gave CIT2 TOR yeast 88, AGP1-GFP MLPCN 93, GRK2 aptamer HTS 0, CR mimetic SO 143, MEP2 TOR yeast 102, LAP4 TOR yeast 94, RPL19A TOR yeast 96 and VLA-4 inh 3.
`O=C(N/N=C/c1cccc(Br)c1)C1CC(=O)N(c2ccccc2)C1` (stereo not drawn) gave CIT2 TOR yeast 93, AGP1-GFP MLPCN 96, GRK2 aptamer HTS 3, CR mimetic SO 95, MEP2 TOR yeast 104, LAP4 TOR yeast 94, RPL19A TOR yeast 98 and VLA-4 inh -9.
Screening COC(=O)COc1ccc(S(=O)(=O)Nc2cc([N+](=O)[O-])ccc2C)cc1 returned CIT2 TOR yeast 107, AGP1-GFP MLPCN 102, GRK2 aptamer HTS 3, CR mimetic SO 93, MEP2 TOR yeast 99, LAP4 TOR yeast 99, RPL19A TOR yeast 102 and VLA-4 inh 4.
Cc1cccc(C)c1NC(=O)C1CCCN1S(=O)(=O)c1ccccc1 (stereo not drawn) was read as CIT2 TOR yeast 105, AGP1-GFP MLPCN 101, GRK2 aptamer HTS 3, CR mimetic SO 99, MEP2 TOR yeast 108, LAP4 TOR yeast 100, RPL19A TOR yeast 103 and VLA-4 inh 8.
Screening CC1CCCCN1CCNc1nc(=S)[nH]c2ccccc12 (stereo not drawn) returned CIT2 TOR yeast 107, AGP1-GFP MLPCN 113, GRK2 aptamer HTS 0, CR mimetic SO 94, MEP2 TOR yeast 103, LAP4 TOR yeast 101 and VLA-4 inh 5.
For COc1cc(OC)cc(C(=O)NCC(=O)NCc2ccccn2)c1 the results were CIT2 TOR yeast 108, AGP1-GFP MLPCN 101, GRK2 aptamer HTS 0, CR mimetic SO 111, MEP2 TOR yeast 104, LAP4 TOR yeast 100, RPL19A TOR yeast 102 and VLA-4 inh -5.
`NS(=O)(=O)c1cc(C(=O)OCC(=O)Nc2ccc3c(c2)OCO3)ccc1Cl` gave CIT2 TOR yeast 81, AGP1-GFP MLPCN 94, GRK2 aptamer HTS 1, CR mimetic SO 118, MEP2 TOR yeast 110, LAP4 TOR yeast 109, RPL19A TOR yeast 91 and VLA-4 inh 3.
For O=C(c1cc2ccccc2c(=O)o1)N1CCCc2ccccc21 the results were CIT2 TOR yeast 93, AGP1-GFP MLPCN 95, GRK2 aptamer HTS 3, CR mimetic SO 92, MEP2 TOR yeast 99, LAP4 TOR yeast 92, RPL19A TOR yeast 96 and VLA-4 inh 8.
O=C(CSc1nnc(CNC(=O)c2cccs2)o1)NCCc1ccccc1 was read as CIT2 TOR yeast 102, AGP1-GFP MLPCN 103, GRK2 aptamer HTS 3, CR mimetic SO 81, MEP2 TOR yeast 117, LAP4 TOR yeast 101, RPL19A TOR yeast 100 and VLA-4 inh -14.
